# Dengue-2 NS5 capping = flavivirus cap methylation enzyme inhibition – biochemical, confirmation dose response, primary screen (AID 588689) | Dengue-2 NS5 methyltransferase capping enzyme assay, biochemical; higher % means a stronger effect | inhibition, % at 25 µM, or IC50 in µM where a hit was titrated | actives 0.3% (n = 340,000); in the data active = a potency from the dose series; inconclusive = inhibition above about 29% without an active follow-up result
# GPR35 arrestin U2OS = inhibition of zaprinast-stimulated GPR35 beta-arrestin translocation – imaging, U2OS, beta-arrestin-GFP, zaprinast agonist, primary screen (AID 2058) | one-dose inhibition, % at 10 µM; IC50 in µM for titrated hits | U2OS GPR35 beta-arrestin-GFP translocation imaging, zaprinast antagonism; higher % means a stronger effect | actives 0.052% (n = 290,000);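 active = inhibition of at least 50% with at least 30 cells and total cytoplasm GFP at most 10,000,000; inconclusive = under 30 cells or total GFP of 10,000,000 plus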
# RSV antiviral HEp-2 = RSV antiviral activity via CPE protection, HEp-2 cells, primary 10 µM value included (AID 2391); HEp-2 cells, RSV-induced CPE inhibition; higher % means a stronger effect; CPE inhibition, % at 10 µM, or IC50 in µM where a hit was titrated; actives 0.13% (n = 310,000); in the data active = a potency from the dose series; inconclusive = CPE inhibition mostly from about 23% at the one dose, without a potency; inactive = the rest, 99 in 100 with CPE inhibition below about 21%; also: strong numbers were not always called active
# PhoP inhibition = inhibitors of PhoP regulon expression, primary screen, Salmonella Typhimurium, GFP reporter (AID 1863) | actives 0.16% (n = 300,000) | S. Typhimurium PhoP-regulated promoter GFP reporter, 4 h; higher % means a stronger effect | inhibition, % at 50 µM; hits with a dose series show IC50 in µM;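 active = inhibition over 29.93%, a cutoff 3 SD above the screen mean, later confirmed by dose response; inconclusive = inhibition over 29.93% but no dose response follow-up; inactive = inhibition at most 29.93% or unconfirmed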;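 also: 0% = low Mg2+ inducing control and 100% = high Mg2+ repressing control; strong numbers were not always called active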
# GPR55 LPI antagonism = GPR55 antagonists blocking LPI-driven arrestin recruitment, primary screen, imaging, U2OS, beta-arrestin-GFP, LPI agonist (AID 2013) | U2OS GPR55 beta-arrestin-GFP translocation imaging, LPI antagonism; higher % means a stronger effect | inhibition, % at 10 µM; hits with a dose series show IC50 in µM | actives 0.13% (n = 290,000);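 active = spots per cell inhibited over 60%, with over 100 cells counted and total cytoplasm intensity under 500,000; inconclusive = wells with under 100 cells, flagged as likely toxic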;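 also: U2OS cells stably carrying GPR55 and arrestin-GFP stimulated by 5 µM LPI near EC80; imaged beta-arrestin-GFP aggregate spots per cell after agonist stimulation; plate controls were LPI-stimulated DMSO wells for no effect and DMSO wells without LPI for full effect; some results filed as inactive read as strong as hits; confirmed hits need IC50 under 10 µM and bright autofluorescent wells are also inconclusive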
# HIV fusion peptide = inhibitors of HIV fusion peptide binding, primary screen, biochemical, uHTS, fluorescence dequenching (AID 1986). cell-free peptide binding, fluorescence dequenching, 30 min; higher % means a stronger effect. actives 0.3% (n = 290,000). inhibition, % at 20 µM, or IC50 in µM where a hit was titrated; in the data active = inhibition mostly above about 52%, no sharp cut-off; inactive = mostly below about 76%; also: some results filed as inactive read as strong as hits
# Rac1 GTP hydrolysis = MgcRacGAP GTPase-activating activity inhibitors, confirmation, biochemical, ADP Hunter fluorescence. actives 0.6% (n = 340,000). inhibition, % at 30 µM, or IC50 in µM where a hit was titrated. MgcRacGAP-stimulated Rac1 GTP hydrolysis, ADP Hunter fluorescence; higher % means a stronger effect; GST-tagged Rac1 F28L mutant substrate. AID 624330;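 active = first-screen hits whose inhibition reached a set limit at any dose in the follow-up dose series; inconclusive = inhibition above the set first-screen limit but never retested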;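 also: fluorescence reports GDP produced by GAP-driven GTP hydrolysis; strong numbers were not always called active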
# Large T inhibition = TAg ATPase/helicase activity blockers – biochemical (AID 1903) | SV40 large T antigen ATPase/helicase inhibition assay; higher % means a stronger effect | inhibition, % at 20 µM; hits with a dose series show IC50 in µM | actives 0.39% (n = 310,000); in the data active = a potency from the dose series; inconclusive = inhibition mostly from about 32% at the one dose, without a potency; inactive = the rest, 99 in 100 with inhibition below about 32%; also: strong numbers were not always called active
# UTI89 phage lysis = inhibition of K1F phage lysis, E. coli UTI89, bacterial capsule biogenesis inhibitors, alamar blue (AID 488966) | E. coli UTI89 K1F phage lysis, alamar blue, 2 h; higher % means a stronger effect | inhibition, % at 100 µM, or IC50 in µM where a hit was titrated | actives 0.02% (n = 340,000);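 active = phage lysis inhibition, versus mean bacterial control, above a set limit; inconclusive = no clear call, values can overlap the other calls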;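 also: capsule biogenesis inhibitors block K1F phage lysis so surviving cells raise fluorescence; higher fluorescence means more inhibition of phage lysis; actives were called in the ten point dose series up to 300 µM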
# Dengue-2 NS5 capping pilot replicate = second read-out of Dengue-2 NS5 capping, no call of its own (marks repeat the call); inhibition, %; measured here: pilot screen replicate inhibition
# The depositor's hits bear a star; i = inactive; ? = inconclusive; . = no result given; [ ] = dose if it differs, or a comment.
SMILES,Dengue-2 NS5 capping,GPR35 arrestin U2OS,RSV antiviral HEp-2,PhoP inhibition,GPR55 LPI antagonism,HIV fusion peptide,Rac1 GTP hydrolysis,Large T inhibition,UTI89 phage lysis,others
C/C(NCc1ccccc1)=C(\C#N)C(=O)NCc1ccccc1,2%,8%,1.0%,13%,7%,14%,14%,1%,0.9%,
COC(=O)c1cc2oc3ccccc3c2n1CC(=O)N1CCCc2ccccc21,-6%,2%,1.1%,2%,1%,5.1%,3%,4%,0.6%,
Cc1csc(SCc2nnc(-c3ccc(Cl)cc3)o2)n1,-5%,-6%,3.8%,-2%,2%,2.7%,10%,15%,0.2%,
COC(=O)CCNC(=O)c1nn(Cc2ccccc2)c(=O)c2ccccc12,-5%,13%,0.5%,8%,-6%,-1.3%,9%,3%,-0.4%,
Cc1ccc(C(=O)c2cc3c(cc2[N+](=O)[O-])OCCO3)cc1,1%,-3%,0.7%,4%,11%,-1.1%,3%,10%,0.3%,
NC(=O)C1=C[C@H](c2coc3ccccc3c2=O)C[C@H](OCc2ccc(CO)cc2)O1,-1%,-4%,2.2%,-6%,1%,1.5%,9%,3%,3.8%,
CCn1nnnc1SCC(=O)NC1CCCC1,2%,5%,1.6%,-2%,14%,-1.4%,10%,4%,0.5%,
COC(=O)c1ccccc1NC(=O)c1cc(C)no1,1%,-2%,0.7%,7%,1%,-2.2%,6%,1%,0.2%,
Cc1ccc(/C=C/S(=O)(=O)N2CCC(C(=O)O)CC2)cc1,-3%,-8%,2.7%,-19%,0%,2.9%,6%,2%,0.9%,
CN(C)CCNC(=O)c1cc2sc3ccccc3c2s1,-4%,-2%,?,-5%,11%,-0.9%,11%,25%,0.6%,
CCN(CC)C(=O)CN1C(=O)C2(OCC(C)(c3ccccc3)CO2)c2ccccc21 (centres undefined),-3%,-5%,0.8%,17%,-8%,-0.4%,4%,24%,0.2%,
COc1ccc(C(=O)C2CCCN(Cc3ccc4nonc4c3)C2)cc1OC (centres undefined),-3%,7%,18%,10%,4%,0.1%,13%,3%,0.0%,
FC(F)(F)c1cnc(/C=C/Nc2ccccc2Cl)c(Cl)c1,-6%,18%,1.5%,-9%,-7%,1.0%,12%,5%,-0.3%,Dengue-2 NS5 capping pilot replicate=2.4
Cc1ccc(CNC(=O)c2ccccc2SCC(=O)NCC2CCCCC2)cc1,-4%,-6%,2.4%,-12%,-4%,1.4%,3%,5%,4.5%,
Nc1n[nH]c(CO)n1,-5%,9%,2.1%,-2%,13%,0.4%,5%,7%,-0.5%[50 µM],
COc1ccc(/C=N/NC(=O)c2ccc(Cn3cc([N+](=O)[O-])cn3)o2)cc1O,-3%,-5%,1.6%,2%,0%,1.4%,18%,18%,3.2%[50 µM],
CC1CCN(CCOc2ccc(C(=O)c3ccccc3)cc2)CC1,11%,-7%,-0.6%,3%,16%,1.7%,31%,12%,-2.0%,
CN(C(=O)c1ccccn1)c1nnc(-c2cccnc2)s1,-2%,-1%,-0.7%,-16%,6%,-0.9%,3%,3%,3.9%,
CCOC(=O)NC(=O)CSc1nc(C)cc(C)c1C#N,-2%,23%,-0.3%,-5%,-4%,-2.2%,5%,8%,1.7%,
CC12COC3(C(=O)Nc4ccc(F)cc4)CC1CCC32C (centres undefined),-1%,7%,0.4%,-1%,15%,-0.8%,5%,4%,6.6%,
CC1CC1C(=O)OCC(=O)Nc1ccc(N=Nc2ccccc2)cc1 (centres undefined),-1%,-5%,0.7%,0%,-2%,-2.8%,5%,16%,3.1%,
O=C(CCNC(=O)c1ccc(Br)cc1)NCCCN1CCOCC1,-4%,.,0.2%,.,.,.,6%,.,3.8%,
Cc1ccc2c(c1)C1CN(C)CCC1N2C(=O)c1cccc(S(=O)(=O)N(C)C)c1 (centres undefined),0%,7%,-0.2%,8%,-7%,-0.7%,-5%,5%,i,
Cc1ccc(C(=O)NC(=S)NNC(=O)CC#N)cc1,0%,15%,0.0%,-4%,1%,8.9%,17%,?,0.1%,
Cc1ccc(Cl)cc1N1CCN(C(=O)C2CCN(S(=O)(=O)c3cnc[nH]3)CC2)CC1,-6%,12%,2.4%,-7%,7%,0.3%,-2%,1%,-0.5%,
COC(=O)c1cn(C(=O)c2ccccc2)c2ccccc12,-4%,18%,1.2%,-2%,-8%,0.6%,6%,23%,-0.1%,
Cc1cccc2cc(/C=N/Nc3ccc(C(=O)O)cc3)c(Cl)nc12,3%,-2%,3.6%,-11%,-3%,27%,8%,7%,-0.1%,
CCOc1ccc(C(=O)NCC(=O)OCC(=O)c2ccc3c(c2)-c2ccccc2C3)cc1,-4%,-5%,4.1%,-2%,-3%,5.1%,4%,16%,0.2%,
CN(C)c1ccc(CNCC2CCCO2)cc1 (centres undefined),-7%,2%,0.2%,1%,-25%,0.3%,-7%,7%,-0.9%,
Cc1ccc(NC(=O)CN(C)C(=O)C(C)N2CCN(Cc3ccccc3C)CC2)cc1 (centres undefined),0%,.,-0.6%,.,.,.,3%,.,1.3%[50 µM],
Cc1ccc(NC(=O)C(C)N2C(=O)c3ccccc3S2(=O)=O)cc1Cl (centres undefined),-3%,.,-0.8%,-8%,.,.,-1%,15%,0.1%[50 µM],
CNC(=O)C(=O)Nc1cc2c3c(c1)C(C)C(=O)N3CCC2 (centres undefined),9%,6%,1.8%,-9%,9%,1.6%,0%,23%,0.1%,
CCOC(=O)c1cc2c(C)[nH]c(C)c2cc(C(=O)OCC)c1=O,.,0%,2.2%,-2%,7%,2.1%,.,3%,.,
COc1ccc([N+](=O)[O-])cc1NC(=O)CSc1ccc2ccccc2c1,0%,-3%,9.7%,24%,27%,0.7%,16%,-19%,0.1%,
COCCN(Cc1cc2cc3c(cc2nc1Cl)OCO3)C(=O)Nc1ccc(F)cc1,0%,-4%,0.4%,-6%,-17%,-1.7%,2%,4%,4.1%,
COc1ccccc1N(C1=NCCCS1)S(=O)(=O)c1ccc(C(C)(C)C)cc1,-3%,-3%,3.8%,-6%,2%,0.1%,13%,10%,0.4%,
CCSC1=N/C(=C\c2ccc(-c3ccccc3[N+](=O)[O-])o2)C(=O)S1,?,-10%,3.6%,-7%,-4%,27%,7%,45%,1.0%,
NC(=O)COC(=O)c1ccc(NS(=O)(=O)c2ccc3c(c2)OCCO3)cc1,-9%,-3%,5.0%,1%,0%,-0.3%,1%,-1%,0.2%,
CCN(CC)C(=O)N1CCN(C(=O)N2CCOCC2)CC1,-16%,13%,0.8%,11%,2%,0.8%,-4%,6%,0.2%,
O=C(NN=C1CCCC1)c1cc(-c2ccccc2)n[nH]1,-4%,-1%,1.4%,-8%,5%,-0.7%,3%,15%,-6.5%,
CC(C(=O)NC1CC(C)(C)NC(C)(C)C1)c1ccc([N+](=O)[O-])cc1 (centres undefined),-6%,-2%,0.1%,-8%,7%,1.5%,10%,8%,0.0%,
NC(=O)C1CCCN(C(=O)c2ccc3c(c2)NC(=O)CS3)C1 (centres undefined),1%,.,1.2%,.,.,.,2%,.,0.2%[50 µM],
Cc1ccc(C(=O)N2C(=O)c3cccc(N)c3C2=O)o1,-5%,-5%,-0.9%,-5%,-9%,0.1%,2%,5%,0.3%,
Cc1c(OC(=O)CNC(=O)OC(C)(C)C)ccc2c3c(c(=O)oc12)CCC3,-17%,2%,24%,10%,-12%,-1.6%,11%,?,-0.1%,
CC(O)[C@H]1CNC(=O)C(=O)N1CC1CCCCC1 (some centres undefined),2%,7%,-0.1%,-9%,8%,-0.6%,6%,5%,1.2%,
COc1ccc(C)cc1Nc1nc(N)c2ccccc2n1,2%,13%,61%,12%,10%,-0.9%,14%,2%,0.3%,
Cn1c(=O)[nH]c(=O)c2[nH]c(CN3CCN(Cc4ccccc4)CC3)nc21,3%,-3%,0.8%,-1%,0%,-0.6%,9%,.,0.2%,
Cc1cccnc1NC(=O)CNC(=O)C12CC3CC(CC(Cl)(C3)C1)C2,6%,.,-0.4%,2%,.,.,-5%,-2%,1.3%[50 µM],
COCCCN(C(=O)Cn1ncc2c(=O)oc3ccc(C)cc3c21)C(C)c1ccncc1 (centres undefined),-3%,-7%,-0.3%,-3%,8%,-1.3%,-4%,1%,-0.5%,
CCOc1cc(/C=N/Nc2nnc(C)n2N)ccc1OC(C)=O,-8%,-1%,0.0%,-3%,0%,0.6%,8%,12%,-0.3%[50 µM],
CCOC(=O)c1cnc(SC)nc1N,-6%,-6%,0.6%,14%,-10%,4.2%,-1%,16%,0.4%[50 µM],
Cc1c(C(=O)N2CCN(c3ccc(F)cc3)CC2)sc2nc3n(c(=O)c12)CCC3,-6%,22%,-0.4%,-5%,-7%,-0.2%,-1%,12%,0.1%,
CCc1ccc(CN(C)C(=O)CCc2nnc(-c3ccc(-c4ccccc4)cc3)o2)nc1,-6%,-2%,-2.2%,-6%,-1%,-0.4%,6%,16%,-0.2%,
CCOc1ncccc1C(=O)Nc1ccc(C)cn1,-1%,1%,1.7%,-4%,10%,-0.7%,4%,13%,1.3%[50 µM],
CC(C)=CCSc1nnc(CCNC(=O)OC(C)(C)C)o1,-3%,6%,-2.0%,4%,6%,0.5%,7%,17%,0.2%,Dengue-2 NS5 capping pilot replicate=-3.3
O=C(CSc1ccc2nnc(-c3ccccc3)n2n1)NCC1CCCO1 (centres undefined),-6%,24%,1.1%,-6%,4%,-1.5%,5%,-7%,0.2%,
C=CCN1c2ccc(Br)cc2C(=O)CS1(=O)=O,3%,.,7.7%,.,.,.,10%,.,0.3%,
O=S(=O)(NC1CCSc2ccccc21)c1ccc(Cl)nc1 (centres undefined),-4%,-1%,1.0%,4%,21%,-0.1%,5%,3%,0.0%,

# 2 records drawn at random from those above, as already listed:
SMILES,Dengue-2 NS5 capping,GPR35 arrestin U2OS,RSV antiviral HEp-2,PhoP inhibition,GPR55 LPI antagonism,HIV fusion peptide,Rac1 GTP hydrolysis,Large T inhibition,UTI89 phage lysis,others
COc1ccc(C)cc1Nc1nc(N)c2ccccc2n1,2%,13%,61%,12%,10%,-0.9%,14%,2%,0.3%,
COCCCN(C(=O)Cn1ncc2c(=O)oc3ccc(C)cc3c21)C(C)c1ccncc1 (centres undefined),-3%,-7%,-0.3%,-3%,8%,-1.3%,-4%,1%,-0.5%,
